USP2a block: blocks human ubiquitin-specific protease USP2a | O75604 | USP2 core, Ub-CHOP2 coupled fluorogenic reporter, 485/531 | Potency, µM (highest dose often 38.3 µM), for the others: top-dose activity change, negative = inhibition, hits mostly inhibitors | actives 0.01% (n = 330,000);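 note: potency is the fitted concentration of half-maximal effect; plate controls were DMSO wells for no effect and full inhibition by NEM control for full effect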
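USP2 core (10nM final) preincubated 30min RT with compound in 20mM Tris-HCl pH 8.0, 2mM CaCl2, 2mM beta-mercaptoethanol, 0.05% CHAPS; 25nM Ub-CHOP2 plus 25nM reporter substrate added, fluorescence (Ex485/Em531) read after 60min.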
ELG1 repair inh: ELG1-dependent DNA repair inhibition. HEK293T ELG1-luciferase reporter, luminescence, 16 h; DNA damage induced by 5-fluorouridine. Potency, µM (doses to about 46.1 µM), for the others: at the highest dose activity change, negative = inhibition, hits mostly inhibitors. actives 2.3% (n = 330,000); note: potency is the fitted concentration of half-maximal effect; % is set by controls: 0 for no effect and ±100 for the full control effect; nearly all actives have a fitted effect of over 55% in size
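Step one: seed 2,000 cells per well. Step two: pin-transfer compound or DMSO alongside 5-fluorouridine. Step three: incubate 16 hr, 37 °C, 5% CO2. Step four: add ONE-Glo, wait 30 min, read luminescence.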
KCNH2 3.1 inh: blocks the human KCNH2 3.1 channel isoform. actives 0.95% (n = 340,000). activity change, % (tested at about 1.8 µM). U2OS KCNH2 3.1, thallium flux FluxOr; hits give low values. AID 720553;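 active = maximum activity change below -70%; inconclusive = maximum activity change from -70% to -50%; inactive = maximum activity change above -50%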;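 note: thallium influx rate constant from kinetic fluorescence after stimulation buffer; % is set by controls: 0 for no effect and ±100 for the full control effect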
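Thallium flux via FluxOr fluorescence (Red40 quencher, 45 min loading) in U2OS cells virally expressing the KCNH2 3.1 isoform (1.77 x 10^8 /mL virus, overnight at 37 C). Rate constants from 2-min kinetic reads post-stimulation, normalised to positive and negative controls.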
TCR activator: activates T cell receptor signaling. primary human leukocytes, anti-CD3, IL-2 HTRF, 48 h. 330,000 tested, under 10 active. Potency, µM (top dose mostly 9.22 µM), for the others: at the top dose activation of IL-2 secretion, hits mostly activators; note: % of control where 0% means no effect
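IL-2 produced over 48 hr by a-CD3 bead-stimulated primary human leukocytes exposed to compounds was detected with a homogeneous time-resolved FRET immunoassay, 665nm acceptor signal after 320nm excitation.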
Mito fusion yeast: blocks mitochondrial division or promotes mitochondrial fusion. S. cerevisiae fusion-defective mutant growth rescue, CellTiterGlo 48 h. Potency, µM (series often up to 46.1 µM), for inactives: top-dose growth rescue (activation), usual class: activators. actives 0.23% (n = 320,000). AID 485298;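 note: potency is the fitted concentration of half-maximal effect; % of control where 0% means no effect; nearly all actives have a fitted effect of over 45% in size; temperature-sensitive fusion mutants such as fzo1-1 at 37 °C on non-fermentable ethanol glycerol medium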
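Read-out: ATP-based luminescence (CellTiterGlo, 10 min ambient) reporting growth of fusion-defective ts yeast after 48 hours at 37C on glycerol/ethanol YPEG medium in the presence of compound.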
Eya2 phos inh: Eya2 (human) phosphatase inhibition. actives 0.006% (n = 330,000). Potency, µM (titrated, usually from 76.9 µM), without a hit: at the highest dose activity, negative = inhibition, most hits filed as inhibitors. AID 488837. recombinant Eya2, OMFP fluorescence dephosphorylation (OMFP is methylfluorescein phosphate); note: potency is the fitted concentration of half-maximal effect; % is set by controls: 0 for no effect and ±100 for the full control effect
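Eya2 (0.2 uM) preincubated 10 min at ambient with compound, then OMFP substrate added at 50 uM; 10 min reaction in 50 mM HEPES pH 7.5, 50 mM NaCl, 5 uM MgCl2, 0.05% BSA, 1 mM DTT. Fluorescence read at Ex 485/Em 525 nm.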
AT treatment: potential ataxia-telangiectasia treatments restoring KAP-1 phosphorylation; […] A-T fibroblasts, KAP-1 phosphorylation AlphaLISA; neocarzinostatin DNA damage 30 min before lysis; Potency, µM (series often up to 57.5 µM), inactives show at the top dose activation, usual class: activators; actives 0.19% (n = 320,000); AID 485349; note: potency is the fitted concentration of half-maximal effect; % of control where 0% means no effect; nearly all actives have a fitted effect of over 45% in size
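hTERT-immortalized A-T patient fibroblasts ([…]), 500 cells/well in OPTI-MEM, 1% FBS, got compounds for 60 min, then NCS for 30 min at 37C. Lysates were then assayed for phospho-KAP-1 by AlphaLISA (anti-pKAP1 donor, anti-KAP1 acceptor beads), 6 hr at 25C.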
TRPV1 agonist: human TRPV1 agonism; activation, % at 8.33 µM; Q8NER1; TRPV1-expressing cells, Fluo-8 calcium influx, agonist mode; actives 0.19% (n = 320,000); in the data active = activation above about 80%; inconclusive = between about 30% and that limit; note: 0% is about no effect
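TRPV1-expressing cells were cultured overnight at 35.5C and loaded with Fluo-8 calcium dye for 40 to 90 min at room temperature. After a 10 s baseline, compound was added and calcium influx was read kinetically for 3 min (ex 480/em 520 nm).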
TSHR antag: antagonists of human thyroid stimulating hormone receptor. TSHR-expressing cells, TSH-stimulated cAMP HTRF, 2 h; hits give low values. AID 504810. activity change, negative = inhibition, % at 11.5 µM. actives 0.2% (n = 330,000);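 active = activity change below a set negative limit, meaning inhibition stronger than a set level, cut at about -70% in these data; inconclusive = activity change between two set negative limits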; note: % is set by controls: 0 for no effect and ±100 for the full control effect
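Antagonism was scored as loss of TSH-driven cAMP in TSHR cells, stimulated with 4nM TSH (EC80) for 2 hours at 37 deg C and detected by homogeneous HTRF competition immunoassay.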
hERG WT inh: inhibitors of human wildtype KCNH2 potassium channel. Q12809. activity change, % at 1.84 µM. actives 0.37% (n = 340,000). U2OS, BacMam KCNH2, thallium flux FluxOr; hits give low values;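 active = maximum activity change below -70%; inconclusive = maximum activity change between -70% and -50%; inactive = maximum activity change above -50%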; note: % is set by controls: 0 for no effect and ±100 for the full control effect
Target sequence (Q12809 whole entry, looked up): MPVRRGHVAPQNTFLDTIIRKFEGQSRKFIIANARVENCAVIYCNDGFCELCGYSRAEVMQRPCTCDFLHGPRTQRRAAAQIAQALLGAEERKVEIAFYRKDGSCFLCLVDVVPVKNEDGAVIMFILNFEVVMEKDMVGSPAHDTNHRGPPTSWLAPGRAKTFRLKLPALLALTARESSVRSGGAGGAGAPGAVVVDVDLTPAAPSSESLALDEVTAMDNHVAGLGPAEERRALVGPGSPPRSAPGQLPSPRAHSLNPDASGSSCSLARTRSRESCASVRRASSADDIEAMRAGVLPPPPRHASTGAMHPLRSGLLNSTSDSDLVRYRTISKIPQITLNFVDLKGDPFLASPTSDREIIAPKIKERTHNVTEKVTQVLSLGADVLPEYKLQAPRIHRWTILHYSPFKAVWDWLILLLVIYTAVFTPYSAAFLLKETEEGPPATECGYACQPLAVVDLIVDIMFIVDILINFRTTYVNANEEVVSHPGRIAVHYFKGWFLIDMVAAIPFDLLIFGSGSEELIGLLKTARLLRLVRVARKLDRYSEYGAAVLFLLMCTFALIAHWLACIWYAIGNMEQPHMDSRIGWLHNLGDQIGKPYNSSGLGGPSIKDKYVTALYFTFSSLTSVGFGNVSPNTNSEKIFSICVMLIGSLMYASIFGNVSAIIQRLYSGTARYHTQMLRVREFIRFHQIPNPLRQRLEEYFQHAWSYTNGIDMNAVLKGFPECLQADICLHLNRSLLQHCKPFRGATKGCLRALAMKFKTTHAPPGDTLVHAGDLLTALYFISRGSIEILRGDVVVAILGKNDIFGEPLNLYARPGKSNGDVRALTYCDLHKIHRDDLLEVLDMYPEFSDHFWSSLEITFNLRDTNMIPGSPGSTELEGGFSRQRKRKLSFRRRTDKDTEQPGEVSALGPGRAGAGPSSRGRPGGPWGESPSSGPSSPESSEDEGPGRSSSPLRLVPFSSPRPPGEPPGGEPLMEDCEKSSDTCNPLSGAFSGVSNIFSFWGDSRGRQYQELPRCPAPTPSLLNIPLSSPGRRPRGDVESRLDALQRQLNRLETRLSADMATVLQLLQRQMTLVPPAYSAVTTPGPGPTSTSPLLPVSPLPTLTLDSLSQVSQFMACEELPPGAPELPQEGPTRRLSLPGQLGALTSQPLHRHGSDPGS
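U2OS cells transduced with wild-type KCNH2 virus are loaded with FluxOr dye for 45 min, and thallium flux is measured in kinetic reads before and after stimulation buffer. Rate constants are normalized to DMSO controls.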
Numbers without * were called inactive; ? = inconclusive; nt = not tested or not shown; [ ] = remark or other dose. Unless noted, calls come from the whole dose curve; as a rule, active = well fitted curve in the direction sought with a large enough effect; inconclusive = small, poorly fitted or top-dose-only effect, or another doubt; inactive = no such curve, though single readings can be large; an effect the other way counts as inactive or inconclusive. This is a subset; rates above refer to the full screens.

SMILES | USP2a block | ELG1 repair inh | KCNH2 3.1 inh | TCR activator | Mito fusion yeast | Eya2 phos inh | AT treatment | TRPV1 agonist | TSHR antag | hERG WT inh
CN(C)C(=O)CCc1ccc2c3c([nH]c2c1)[C@]1(C)[C@@H](C(=O)N2CCOCC2)C[C@H](CC(=O)NC(C)(C)C)C(=O)N1CC3 | 1% | ? | -4 | -4%[46.1 µM] | nt | 9% | -3%[11.5 µM] | nt | 11 | -12
COc1ccc(NCc2nnc(SCC#N)n2-c2ccccc2OC)cc1 | -2% | -4% | -1 | -12% | 0% | 4% | -1% | 0 | -1 | 4
CCC/C(O)=C1\C(=O)CCCC1=NC(C)C(=O)O (stereo not drawn) | 1% | -3% | -6 | 0% | -1% | 16% | -9% | 3 | 0 | -3
Cc1ccccc1C(=O)NC1CCN(Cc2nnnn2C2CCCC2)CC1 | -1% | 2% | 7 | -2%[46.1 µM] | 0% | 4% | -3% | 3 | 0 | 1
CC(NC(=O)N(Cc1ccccc1)Cc1ccc2c(c1)OCO2)(C(F)(F)F)C(F)(F)F | -2% | 0% | 12 | 3% | -3% | -16% | -1% | 13 | 12 | 14
Cc1c2n(c3ccccc13)CC/C2=N\O | -2% | ? | -8 | -8% | -2% | -3% | 17% | -1 | 9 | 1
CCc1nc(SCC(=O)N2CC(=O)Nc3ccccc32)c2c(C)c(C)sc2n1 | -3% | 23µM* | 10 | 3% | -2% | ? | -2% | 7 | -8 | -14
Cc1ccc(CNCc2ccc3c(c2)OCO3)c(C)c1 | 2% | 21% | -6 | -4% | 0% | 7% | 5% | -2 | -4 | 0
CCn1c(SC(C)C(=O)Nc2ccc(N3CCOCC3)cc2)nnc1C1CC1 (stereo not drawn) | -6% | 2% | 3 | 2% | -2% | -6% | -13% | -1 | 16 | -3
CCC/C(=N\NC(=O)C1CCCC1)c1ccccc1 | 3% | -4% | 4 | 0% | 2% | 6% | 3% | ? | 0 | 0
COc1ccc(C(=O)c2c3ccc(OC)cc3[n+]([O-])n2Cc2ccc(C(N)=O)cc2)cc1 | -1% | ? | nt | 1% | -7% | -22% | -6% | ? | 2 | nt
Cc1ccc(CN2CCN(/N=C/c3ccc(N(C)C)cc3)CC2)cc1 | 1% | ? | -18 | 2% | -3% | -11% | -1% | -5 | 3 | 1
COc1ccc(CNC(=O)c2cnc(C)cn2)cc1 | 2% | 15% | 5 | -4% | 2% | -4% | ? | -2 | -49 | -3
COc1ccc(NC(=O)CCCn2cnc3ccccc3c2=O)cc1 | 3% | 13% | 1 | 6% | -2% | 8% | -25% | 1 | 6 | 5
CN1CCN(Cc2nc3ccccc3n2C)CC1CCO (stereo not drawn) | 0% | -2% | -13 | 0% | -2% | 5% | 11% | 1 | 9 | 3
CN(C)C(=O)CSc1nnc(CCCCCNC(=O)OC(C)(C)C)o1 | -3% | -27% | 0 | -4% | -6% | 5% | -2% | 1 | -5 | -34
CCCc1nc2oc3ccccc3c(=O)c2c(=O)n1CCCOC | 2% | -1% | 4 | 4% | 0% | 15% | 10% | nt | 15 | -3
CC1CC(Nc2ccccc2N)=CC(=O)O1 (stereo not drawn) | 6% | 9% | 3 | 5% | 0% | 15% | -2% | -1 | 6 | 4
Cc1ccc(C(=O)OCC(=O)NC(=O)Cc2ccccc2)c(O)c1 | -2% | 9% | 0 | -4% | -2% | 0% | 6% | 20 | 18 | 7
N#CCN1C(=O)NC2(CCCc3sccc32)C1=O (stereo not drawn) | 1% | 18% | 1 | 0% | 6% | 5% | 16% | -2 | 4 | 0
COC(=O)c1ccc(Cn2c(O)c(N=NC(N)=S)c3ccccc32)o1 | -11% | ? | 1 | 4% | 8% | 1% | 18% | -4 | 5 | -6
Nn1c(SCC(=O)N2CCCCCC2)nnc1-c1ccco1 | 4% | 1% | 3 | 0% | -3% | 4% | 20% | -1 | -15 | -12
C=CCn1c(SCC(O)Cn2c3ccccc3c3ccccc32)nnc1-c1ccco1 (stereo not drawn) | 1% | ? | -5 | 2% | 5% | -32% | -2% | 3 | -5 | -3
COc1cccc(C=Nc2ccc(N3CCOCC3)cc2)c1O | 3% | -5% | 10 | -13% | -1% | 14% | -2% | 2 | -7 | 1
CNC(=O)N1c2ccccc2C=Cc2ccccc21 | 2% | -3% | -9 | 5% | 0% | -22% | 11% | 1 | -4 | 4

Part of the list above in order of molecular weight, high to low:
SMILES | USP2a block | ELG1 repair inh | KCNH2 3.1 inh | TCR activator | Mito fusion yeast | Eya2 phos inh | AT treatment | TRPV1 agonist | TSHR antag | hERG WT inh
COc1ccc(C(=O)c2c3ccc(OC)cc3[n+]([O-])n2Cc2ccc(C(N)=O)cc2)cc1 | -1% | ? | nt | 1% | -7% | -22% | -6% | ? | 2 | nt
COc1ccc(NCc2nnc(SCC#N)n2-c2ccccc2OC)cc1 | -2% | -4% | -1 | -12% | 0% | 4% | -1% | 0 | -1 | 4
CCC/C(O)=C1\C(=O)CCCC1=NC(C)C(=O)O (stereo not drawn) | 1% | -3% | -6 | 0% | -1% | 16% | -9% | 3 | 0 | -3

Going on with the list:
SMILES | USP2a block | ELG1 repair inh | KCNH2 3.1 inh | TCR activator | Mito fusion yeast | Eya2 phos inh | AT treatment | TRPV1 agonist | TSHR antag | hERG WT inh
Cc1c(C(=O)N2CCC(Cc3ccccc3)CC2)cccc1[N+](=O)[O-] | -1% | -1% | -20 | 7% | 2% | 2% | -1% | -3 | -15 | 6
C/C(=C\C(=O)c1ccc(F)cc1)NCc1ccc2c(c1)OCO2 | 2% | -2% | 2 | 3% | -16% | -33% | 3% | 18 | 5 | 2
O=C(c1ccccc1)N1CCN(C(=O)N2CCCCC2)CC1 | ? | 0% | 4 | -1% | -1% | -5% | 4% | 8 | -4 | -4
CC(C)(C)CNC(CO)C12CC3CC(CC(C3)C1)C2 (stereo not drawn) | 3% | -13% | -8 | 4% | 1% | -12% | 1% | 2 | 0 | 2
COC(=O)/C(=N/Nc1cccc(C)c1)N1CCCc2ccccc21 | -11% | 7% | 4 | 6%[46.1 µM] | 28% | -12% | -4% | ? | -12 | 0
Cc1cc(N/N=C/c2cccc([N+](=O)[O-])c2)nc(-n2nc(C)cc2C)n1 | 0% | -7% | 7 | -4% | -15% | ? | -3% | -2 | 3 | -3
CCOC(=O)CSc1nnc(-c2cccnc2)n1Cc1ccccc1 | -2% | -22% | -15 | -3% | -1% | 7% | nt | -10 | 37 | -7
O=c1c2cccnc2[nH]c(=S)n1CCC1=CCCCC1 | 1% | 15% | 12 | -5% | -5% | -8% | -4% | 4 | -2 | -14
Cc1nc2ccccc2c(=O)n1/N=C/c1cccs1 | 1% | ? | 0 | nt | ? | 0% | -1% | ? | -6 | -11
COc1ccccc1-c1noc(CCCC(=O)NC2CCCC2)n1 | 1% | -19% | -2 | -7% | -1% | 18% | 3% | 1 | -2 | 1
CN(C(=O)CCc1nc2ccccc2c(=O)[nH]1)C1CCS(=O)(=O)C1 (stereo not drawn) | 4% | 4% | 3 | -4% | -1% | -19% | 5% | 0 | -17 | -7
COc1ccc(CNC(=O)COc2cc(=O)n(C)c3ccccc23)cc1 | -1% | ? | 0 | 6% | -9% | -1% | -1% | 2 | -16 | -3
Cc1ccc(C(=O)COC(=O)c2ccccc2N2C(=O)C3C4CCC(C4)C3C2=O)cc1C (stereo not drawn) | 0% | -2% | -2 | 1% | -1% | 13% | -1% | 5 | -3 | -5
CN1C(=O)C2C3c4ccccc4C(c4ccccc43)[C@@H]2C1=O (stereo partly drawn) | 6% | 5% | -4 | 8% | 12% | -6% | 0% | 2 | 9 | 3
Oc1oc(-c2ccccc2)nc1C=NCc1ccccc1 | -1% | ? | 14 | -1% | 28% | 17% | nt | ? | -8 | -15
Cn1c(-c2ncc(F)cc2F)cc2onc(-c3c(F)cccc3Cl)c2c1=O | 2% | ? | 5 | -6% | nt | 0% | 0% | nt | -12 | -3
COc1ccc2occ(C(C)=O)c2c1 | 0% | 2% | 14 | 0% | 0% | 3% | nt | 1 | 4 | -23
CNS(=O)(=O)c1ccc2c(c1)C(=O)c1cc(S(=O)(=O)NC)ccc1CC2 | 1% | 11% | nt | 0% | nt | 4% | 3% | nt | -8 | nt
Cc1noc(C)c1NC(=O)N(C)C[C@H]1Oc2ccc(NC(=O)C3CC3)cc2C(=O)N([C@H](C)CO)C[C@@H]1C | 5% | 11% | 9 | -5% | nt | -27% | 3% | nt | 12 | 10
CC(NC(=O)c1ccc(N(C)C)cc1)c1ccc(F)cc1 (stereo not drawn) | -2% | 0% | 11 | 12% | 1% | 2% | 9% | 21 | 1 | 0
O=C(O)CCN=C1CCCc2ccccc2N1 | 1% | -6% | 18 | 3% | 2% | 6% | -3% | -3 | 12 | -3
CCOC(=O)N1CCC(NC(=O)C(CC(C)C)NC(=O)C2CCCCC2)CC1 (stereo not drawn) | 2% | 0% | 4 | nt | 3% | -24% | -1% | 3 | -5 | -2

Screens from PubChem.
